Assay outcomes (PubChem BioAssay)
TRHR agonist = TRH receptor (human) agonism. P34981. TRHR cells, calcium flux fluo-8, FDSS agonist mode. activation, % at 2 µM. hit rate 0.18% among 360,000; in the data active = activation above about 30%; note: 0% is about no effect
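Steps: seed TRHR cells overnight; add fluo-8 no-wash Ca dye, RT 30 min–1.5 h; record 10 s baseline; pin-transfer compounds; monitor fluorescence 1 cycle/s for the agonist window. Calcium increases flag candidate agonists.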
ERG-DNA inh = ERG Ets/DNA interaction inhibition | fluorescence polarization, His-ERG Ets domain / labelled DNA | Potency, µM (doses to about 76.9 µM), for inactives: at the top dose FP activity, negative = inhibition, most hits filed as inhibitors | hit rate 0.028% among 370,000 | AID 624246; active = well fitted inhibition curve with a large enough effect in the polarisation, with a control signal flat; inconclusive = small, poorly fitted or top-dose-only effect, or effect the other way, or a change in a side signal; inactive = no such curve, though single readings can be large or run the other way; the % refers to the polarisation;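 note: polarization taken with two DNA probes labelled with fluorescein and Texas red; potency is the fitted concentration of half-maximal effect; % of control where 0% means no effect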
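His-tagged ERG Ets domain (1 uM in the protein solution; 300mM KCl, 50mM Tris-HCl, 1mM EDTA, 1mM DTT, pH 7.5) received compound, then a probe mix of 5 nM fluorescein-DNA and 100nM Texas-615-DNA. Fluorescence polarization was read for both dyes.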
POLK inh = blocks human DNA polymerase kappa activity | Q9UBT6 | Potency, µM (titrated, usually from 107 µM), for the others: at the highest dose activity, negative = inhibition, usual class: inhibitors | hit rate 0.53% among 400,000 | AID 588579 | purified Pol kappa, fluorescent DNA synthesis assay, 10 min; note: potency is the fitted concentration of half-maximal effect; % is set by controls: 0 for no effect and ±100 for the full control effect
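10 nM Pol kappa was preincubated with compounds for 15 min at room temperature. Reaction started with 50 nM (final) substrate. Fluorescence read kinetically at 0 and 10 min.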
Apoferritin bind = binds horse apoferritin like a general anesthetic. hit rate 0.074% among 350,000. Potency, µM (top dose mostly 77.5 µM), inactives show at the top dose activity change, negative = displacement, hits mostly inhibitors. apoferritin/1-aminoanthracene competitive binding, fluorescence. P02791. AID 485281; note: potency is the fitted concentration of half-maximal effect; % is set by controls: 0 for no effect and ±100 for the full control effect; nearly all actives have a fitted effect of over 20% in size
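10 uM apoferritin + 50% sat. 1-AMA, PBS; cpd 10 min RT; Ex380/Em535 endpoint; normalized to free probe vs complex; 4-param Hill fit; propofol titration as pos. ctrl.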
POLI inh = blocks human DNA polymerase iota activity; Q9UNA4; Pol iota fluorescent replication assay, 10 min; Potency, µM (series often up to 115 µM), for inactives: at the highest dose activity, negative = inhibition, hits mostly inhibitors; hit rate 1% among 390,000; AID 588590; note: potency is the fitted concentration of half-maximal effect
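Pol iota at 10 nM preincubated 15 min with compounds at room temperature; reaction started with fluorescent substrate, 50 nM final. Fluorescence read kinetically at 0 and 10 min; buffer-only wells as negative control.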
BLM helicase inh = blocks DNA unwinding by human BLM helicase; P54132; recombinant BLM DNA unwinding, fluorescence dequenching; Potency, µM (titrated, usually from 56.1 µM), without a hit: at the top dose activity change, negative = inhibition, usual class: inhibitors; hit rate 0.2% among 350,000;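 note: potency is the fitted concentration of half-maximal effect; plate controls were vehicle for no effect and no enzyme for full effect; nearly all actives have a fitted effect of over 35% in size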
Target sequence (P54132 whole entry, looked up): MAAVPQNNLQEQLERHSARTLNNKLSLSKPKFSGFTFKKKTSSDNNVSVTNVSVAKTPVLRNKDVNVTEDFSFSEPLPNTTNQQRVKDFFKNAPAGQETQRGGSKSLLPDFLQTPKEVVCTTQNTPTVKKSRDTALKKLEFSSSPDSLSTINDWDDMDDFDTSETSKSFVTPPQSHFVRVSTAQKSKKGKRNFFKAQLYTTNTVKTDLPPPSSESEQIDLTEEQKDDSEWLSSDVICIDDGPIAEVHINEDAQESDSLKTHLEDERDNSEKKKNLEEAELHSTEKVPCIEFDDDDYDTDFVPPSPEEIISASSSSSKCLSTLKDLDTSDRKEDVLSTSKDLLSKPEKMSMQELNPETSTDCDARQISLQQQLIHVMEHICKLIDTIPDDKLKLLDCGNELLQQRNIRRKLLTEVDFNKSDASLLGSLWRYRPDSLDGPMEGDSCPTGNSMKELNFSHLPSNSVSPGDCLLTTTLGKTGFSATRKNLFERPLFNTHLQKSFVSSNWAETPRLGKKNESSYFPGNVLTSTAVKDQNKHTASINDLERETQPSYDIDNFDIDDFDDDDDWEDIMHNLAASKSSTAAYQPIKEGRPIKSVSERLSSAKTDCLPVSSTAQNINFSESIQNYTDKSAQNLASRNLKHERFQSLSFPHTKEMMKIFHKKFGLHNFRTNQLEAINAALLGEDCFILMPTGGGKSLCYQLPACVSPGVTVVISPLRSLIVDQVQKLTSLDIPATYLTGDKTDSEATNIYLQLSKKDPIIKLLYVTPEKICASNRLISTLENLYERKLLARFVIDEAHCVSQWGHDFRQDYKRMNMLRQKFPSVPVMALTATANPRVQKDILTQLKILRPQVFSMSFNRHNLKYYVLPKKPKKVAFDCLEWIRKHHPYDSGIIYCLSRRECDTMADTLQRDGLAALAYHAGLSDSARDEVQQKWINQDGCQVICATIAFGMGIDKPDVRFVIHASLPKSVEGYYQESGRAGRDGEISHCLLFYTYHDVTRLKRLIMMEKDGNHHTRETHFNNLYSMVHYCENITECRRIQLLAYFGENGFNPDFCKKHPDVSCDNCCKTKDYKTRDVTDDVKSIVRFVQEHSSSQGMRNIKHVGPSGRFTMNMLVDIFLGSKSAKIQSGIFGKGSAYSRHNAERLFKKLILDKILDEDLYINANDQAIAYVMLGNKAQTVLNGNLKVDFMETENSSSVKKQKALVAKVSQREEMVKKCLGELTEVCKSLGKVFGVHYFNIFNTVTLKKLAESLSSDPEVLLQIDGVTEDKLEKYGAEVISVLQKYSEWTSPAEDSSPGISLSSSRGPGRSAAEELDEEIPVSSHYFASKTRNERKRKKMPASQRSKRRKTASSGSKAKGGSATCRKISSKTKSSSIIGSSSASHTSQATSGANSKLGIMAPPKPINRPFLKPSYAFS
APE1 inh = inhibitors of human APE1 endonuclease. recombinant APE1, TAMRA/BHQ-2 abasic DNA cleavage fluorescence. Potency, µM (highest dose often 65.8 µM), for the others: at the highest dose activity change, negative = inhibition, usual class: inhibitors. hit rate 0.35% among 350,000. AID 2517;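 note: potency is the fitted concentration of half-maximal effect; plate controls were vehicle for no effect and reference inhibitor for full effect; nearly all actives have a fitted effect of over 55% in size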
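APE1 at 0.75 nM preincubated 15 min at room temperature with compound. Reaction then started with 50 nM double-stranded THF-abasic substrate labelled with TAMRA/BHQ-2, and 525/598 nm fluorescence read kinetically. Activity taken as third-minus-first read difference, normalized to DMSO and NSC13755 controls.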
ALOX12 inh = ALOX12 (human) lipoxygenase inhibition. P18054. purified 12hLO, xylenol orange hydroperoxide absorbance. Potency, µM (doses to about 108 µM), inactives show top-dose activity change, negative = inhibition, hits mostly inhibitors. hit rate 1.1% among 580,000; note: potency is the fitted concentration of half-maximal effect; % is set by controls: 0 for no effect and ±100 for the full control effect
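Hydroperoxide product was detected by ferrous iron/xylenol orange as the 573 to 405 nm absorbance ratio. Arachidonic acid at 40 uM (final) was turned over for 30 min at room temperature by 150 nM human 12hLO, pH 7.0 Hepes buffer, after 15 min compound preincubation.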
Pol beta inh = inhibitors of human DNA polymerase beta. P06746. Pol beta primer extension/strand displacement, fluorescence kinetic. Potency, µM (top dose mostly 114 µM), for inactives: at the highest dose activity change, negative = inhibition, actives largely listed as inhibitors. hit rate 1.3% among 340,000. AID 485314; note: potency is the fitted concentration of half-maximal effect; % is set by controls: 0 for no effect and ±100 for the full control effect
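Homogeneous kinetic assay of primer extension and strand displacement by 10 nM Pol beta, preincubated 15 min at room temperature with compound before 50 nM substrate (final) was added. Read at 0 and 10 min; four-parameter Hill fit.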
An asterisk follows results filed as active; ? = inconclusive; . = no result given; & = joins results of further samples; [ ] = remark or other dose. Unless noted, calls come from the whole dose curve; as a rule, active = well fitted curve in the direction sought with a large enough effect; inconclusive = small, poorly fitted or top-dose-only effect, or another doubt; inactive = no such curve, though single readings can be large; an effect the other way counts as inactive or inconclusive. An excerpt; count on the stated rates, not on these rows.

SMILES	TRHR agonist	ERG-DNA inh	POLK inh	Apoferritin bind	POLI inh	BLM helicase inh	APE1 inh	ALOX12 inh	Pol beta inh
COc1cccc(CN(C)C(=O)C23CC4CC(CC(C4)C2)C3)c1	0.4	5%	-19%	?	72%[activator]	-5%	-8%	2%	2%
O=C(Nc1ccc([N+](=O)[O-])cc1)Nc1ccon1	1.2	3%	-11%	-7%	14%	-1%	-30%	0%	5%
CCN(c1ccccc1)S(=O)(=O)c1cc2c3c(c1)C(C)C(=O)N3CCC2 (stereo not given)	-0.3	0%	-7%	-5%	2%	-1%	9%	?	4%
NNC(=O)CNc1cccc(Br)c1	0.8	-11%	-9%	?	-19%	-4%	5%	104%[activator]	92%
Cc1ccccc1NC(=O)Cn1c(=O)n(C)c2ccccc21	-0.4	0%	-8%	-9%	14%	-1%	21%	-4%	22%
O=C(CSc1ccc([N+](=O)[O-])cc1)Nc1cccc(S(=O)(=O)Nc2ccccc2F)c1	-0.5	-8%	-8%	?	?	-10%	?	40µM*	1%
COc1ccc(Cc2c(O)nc(SCC(=O)c3ccc(OC)cc3)[nH]c2=O)cc1	-0.2	-7%	1%	-5%	74%[activator]	1%	-3%	-12%	3%
Cc1cccc(Cc2nnc(CCC(=O)N(C)C3CCOC3)o2)c1 (stereo not given)	0.0	-5%	2%	-2%	41%[activator]	-13%	21%	-2%	13%
COc1ccc(C2=NN(CCC(=O)NCc3ccc4c(c3)OCO4)C(=O)CC2)cc1	0.0	-1%	-11%	-12%	13%	-6%	5%	7%	3%
Cc1ccc(-c2csc(N)n2)cc1	.	-3%	-5%	.	35%[activator]	.	.	-26%	.
Cc1cccc(C)c1NC(=O)Cn1c(SCC(=O)NCc2ccccc2)nc2ccccc21	1.0	3%	-3%[60.1 µM]	50%[activator]	-24%	-4%	.	?	-10%
O=C(Nc1ccccc1C(=O)O)c1cccc(NC(=O)c2ccco2)c1	-0.7	-3%	6%	-1%	8%	4%	2%	?	-24%
COc1ccccc1NC(=S)N1CCN(C(=O)C2CCCO2)CC1 (stereo not given)	0.3	-5%	0%	1%	-12%	-3%	4%	-8%	13%
CC(C)CCNC(=O)CN(Cc1ccc2c(c1)OCO2)C(=O)CCC(=O)Nc1ccccn1	-0.6	-17%	-7%	-7%	-3%	-2%	10%	90%[activator]	21%
CCOC(=O)c1ccc(NC(=O)CNC(=O)c2ccccc2)cc1	-0.7	0%	-24%	-5%	13%	-3%	1%	0%	0%
O=C(c1ccc2c(c1)N(Cc1cccc(Cl)c1)C(=O)c1ccccc1S2(=O)=O)N1CCC(Cc2ccccc2)CC1	0.6	1%	-8%[60.1 µM]	-1%	-3%	-2%	.	-10%	-5%
O=C(C1=C(O)C(=O)N(CCN2CCOCC2)C1c1ccccc1)c1cccs1 (stereo not given)	.	4%	-25%	.	-2%	.	.	?	.
Fc1cccc(C2CC(c3cccc(Br)c3)Nc3nnnn32)c1 (stereo not given)	0.3	-7%	-5%	-17%	-12%	-5%	1%	-1%	26%
CCOC(=O)NC1(C(F)(F)F)N=C(c2ccccc2)NC1=O (stereo not given)	0.2	-6%	-2%	-17%	1%	-3%	10%	0%	20%
Cc1ccc(NC(=O)Cn2c(CCC(=O)O)ccc2-c2cccs2)cc1	-0.5&0.0	2%&9%	4%&-15%	-2%&-4%	-24%	0%&-2%	-5%	?	?
Cc1nnc(N2C(=O)c3oc4ccccc4c(=O)c3C2c2cccc(OCCC(C)C)c2)s1 (stereo not given)	0.3	4%	-16%	2%	-6%	-2%	.	-34%	31%
Cc1ccc(N2CCN(/N=C/c3c(C)nn(-c4ccccc4)c3Cl)CC2)cc1	-0.3	2%	6%	-3%	-5%	0%	1%	-2%	27%
Cc1ccc(C(O)C(=O)c2ccco2)cc1 (stereo not given)	-0.1	5%	15%	.	39%[activator]	.	56%[activator]	9%	.
Cc1cc(C)n(C(C)CNS(=O)(=O)c2ccc(Cl)cc2)n1 (stereo not given)	-0.6	3%	-15%	3%	29%	2%	29%	2%	22%
O=C(Cc1ccc2c(c1)OCCO2)Nc1cc(C(F)(F)F)ccc1N1CCOCC1	0.1	-9%	-3%	.	43%[activator]	.	-4%	11%	.
Cc1[nH]nc2oc(=O)c(CCO)c(C)c12	0.0	.	-5%	-5%	-4%	-1%	-2%	2%	3%
COc1ccc(NCc2nnc(SCC(=O)Nc3cccc(C)c3)o2)cc1	-0.5	-2%	-2%	-16%	1%	1%	-4%	-10%	10%
COc1ccc(-c2noc(-c3ccc(N4CCN(c5ccccc5)CC4)c([N+](=O)[O-])c3)n2)cc1	0.4	-5%	-8%	-6%	15%	-7%	.	-7%	-1%
Cc1ccc(-c2nc(=S)c3c(n2CCN2CCOCC2)CC(C)(C)OC3)cc1	-0.5	-13%	-17%	-2%	?	-1%	13%	?	5%
CC1=C(c2ccc(F)cc2)S(=O)(=O)N=C1N1CCC(C(=O)NCCc2ccccc2)CC1	0.0	-2%	3%	-1%	34%[activator]	-2%	.	?	17%
C=CCNC(=S)Nc1ccccc1-c1nnc2n1CCCCC2	0.3	-16%	11%	7%	119%[activator]	-1%	18%	-20%	50%
CC(=O)N[C@H]1[C@H]([C@H](O)[C@H](O)CO)OC(C(=O)O)=C[C@@H]1O	.	-7%	-3%	.	-14%	.	.	-11%	.
O=C(Nc1ncc(S(=O)(=O)c2ccc([N+](=O)[O-])cc2)s1)c1ccccc1F	7.7	-6%	5%	-2%	-9%	-5%	0%	-28%	-3%
COc1ccc(NC(=O)c2ccc(Cn3cc(Cl)cn3)cc2)cc1	-0.4	-4%	9%	-6%	-20%	-1%	0%	-11%	2%
CCCOC(=O)Nc1nc(-c2ccc(C)cc2)c(C)s1	-0.7	3%	3%	-11%	6%	-5%	-7%	0%	?
CN1CCN(C(=O)/C=C/c2ccccc2)CC1	0.5	-7%	-4%	-5%	-19%	1%	-5%	-7%	?
CCCN(CCC)C(=O)c1ccc2c(c1)N(CC)C(=O)c1ccccc1S2(=O)=O	-1.1	-7%	-2%	0%	-12%	-5%	-15%	6%	9%
CCCCN(CC)C(=O)c1cc2c(=O)n3cccc(C)c3nc2n1C	-0.2	1%	-5%	-12%	21%	1%	.	0%	1%
C=C1CCN([C@H](C(=O)NCc2ccc(OC)cc2)C(C)C)S(=O)(=O)c2ccccc21	-1.2	-5%	-18%	-3%	14%	-4%	?	24%	3%
COc1ccc(C2C(C#N)=C(N)N(Nc3ccccc3)C3=C2C(=O)CC(C)(C)C3)cc1C (stereo not given)	0.5	0%	-17%	-19%	-10%	-8%	-3%	-21%	10%

Part of the list above in order of length of the SMILES, smallest number first.
SMILES	TRHR agonist	ERG-DNA inh	POLK inh	Apoferritin bind	POLI inh	BLM helicase inh	APE1 inh	ALOX12 inh	Pol beta inh
Cc1[nH]nc2oc(=O)c(CCO)c(C)c12	0.0	.	-5%	-5%	-4%	-1%	-2%	2%	3%
CCCCN(CC)C(=O)c1cc2c(=O)n3cccc(C)c3nc2n1C	-0.2	1%	-5%	-12%	21%	1%	.	0%	1%
COc1ccc(C2C(C#N)=C(N)N(Nc3ccccc3)C3=C2C(=O)CC(C)(C)C3)cc1C (stereo not given)	0.5	0%	-17%	-19%	-10%	-8%	-3%	-21%	10%

Continued.
SMILES	TRHR agonist	ERG-DNA inh	POLK inh	Apoferritin bind	POLI inh	BLM helicase inh	APE1 inh	ALOX12 inh	Pol beta inh
COc1ccc(C2CC(=O)C(C=NCC(C)C)=C(O)C2)cc1 (stereo not given)	0.0	2%	-4%	-13%	16%	-4%	16%	296%[activator]	44%
COc1ccc(N2CCN(C(CNC(=O)C(=O)NCc3cccnc3)c3cccnc3)CC2)cc1 (stereo not given)	-1.0	-1%	-14%	132%[activator]	19%	3%	.	-12%	-22%
Cc1ccc(S(=O)(=O)N2CCC(c3nnc(SCCN4CCCC4)n3C)CC2)cc1	0.5	-8%	-2%	-4%	83%[activator]	-3%	0%	6%	40%
Cc1ccc(C(=O)Nc2ccc(C(=O)N3CCCCC3C)cc2)cc1 (stereo not given)	-0.8	8%	-7%	?	73%[activator]	-2%	2%	0%	-1%
CCn1c(Cc2ccc(OC)cc2)nnc1SCC(=O)Nc1nc2ccccc2s1	-0.5	5%	0%	-9%	14%	-3%	-3%	9%	4%
CCN(CC(=O)Nc1ccc(NC(C)=O)cc1)C(=O)c1cccc(S(=O)(=O)N2c3ccccc3CC2C)c1 (stereo not given)	0.1	10%	-14%	.	52%[activator]	.	-6%	3%	.
CCOC(=O)c1c(C)[nH]c(CCC(=O)NCCCN2CCN(c3cc(C)ccc3C)CC2)c1C	0.1	-2%	-1%[60.1 µM]	?	?	-1%	.	0%	-11%
Cc1ccccc1Cn1nc(C)c(NC(=O)c2noc3c2CC(C(C)(C)C)CC3)c1C (stereo not given)	0.5	-3%	-9%	?	-5%[58.9 µM]	-13%	-4%	-22%	-23%
COCCN(C(=O)c1ccc(N2CCCC2=O)cc1)c1c(N)n(CC(C)C)c(=O)[nH]c1=O	0.6	-1%[15.4 µM]	-4%	.	-13%	.	4%	?	.
CC(CCC(=O)O)C1CCC2C3CC[C@H]4CC(O)CC[C@@]4(C)C3C=C[C@]12C (stereo not given in full)	.	.	-15%[60.1 µM]	-7%	.	-10%	-10%	.	.
OCC1CCCN(C2CCN(Cc3nc(Cc4cccc(C(F)(F)F)c4)no3)CC2)C1 (stereo not given)	0.2	5%	1%	-11%	43%[activator]	-1%	-3%	?	-22%
COc1ccccc1NC(=O)C1CCN(S(=O)(=O)c2cn(C)cn2)CC1	-1.6	2%	-9%[60.1 µM]	-4%	-18%	0%	.	-14%	-2%
COc1ccc(CCNC(=O)CN2CCCc3ccccc32)cc1OC	0.0	0%	-4%	-1%	9%	0%	-2%	-24%	3%
